hIAP block: human IAP inhibitors, primary screen, biochemical, luminescence, uHTS | Intestinal-type alkaline phosphatase (Homo sapiens), P09923 | purified IAP, CDP-Star luminescence, 30 min | inhibition, % at 10 µM | actives 0.12% (n = 330,000);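 active = inhibition reaching a set limit with compound at 10 µM in the primary screen, cut at about 35% in these data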;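 note: plate controls were DMSO wells with enzyme for no effect and no-enzyme buffer wells for full effect; values of inactives mirror those of a sister screen read the other way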
A3A deaminase: APOBEC3A ssDNA deaminase inhibitors, primary screen, selectivity assay for APOBEC3G inhibitor project, biochemical, FAM/TAMRA oligo cleavage fluorescence | inhibition, % at 20 µM | AID 493011, 2011 | recombinant A3A, FAM/TAMRA ssDNA deamination fluorescence | actives 0.41% (n = 330,000);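 active = at least 40% inhibition at 20 µM here, with at most 30% in a related deaminase screen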;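 note: plate controls were A3A with DMSO for no effect and wells lacking A3A enzyme for full effect; some results filed as inactive read as strong as hits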
Target sequence (P31941 whole entry, looked up): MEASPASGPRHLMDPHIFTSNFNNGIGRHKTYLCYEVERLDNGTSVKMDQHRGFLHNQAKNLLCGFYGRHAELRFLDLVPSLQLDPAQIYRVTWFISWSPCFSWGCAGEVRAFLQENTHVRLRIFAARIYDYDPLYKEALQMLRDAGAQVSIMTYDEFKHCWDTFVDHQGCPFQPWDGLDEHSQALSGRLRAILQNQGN
mIAP block: inhibitors of mouse IAP, primary screen, biochemical, luminescence, uHTS | intestinal alkaline phosphatase [Mus musculus] | purified mouse IAP, CDP-Star luminescence, 30 min | inhibition, % at 10 µM | actives 0.2% (n = 330,000) | AID 2806, 2010;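 active = inhibition of at least 40% at 10 µM in the primary screen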;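 note: plate controls were DMSO with enzyme for no effect and no enzyme wells for full effect; values of inactives mirror those of a sister screen read the other way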
beta cell repl: inducers of MIN6 beta-cell proliferation, primary screen, ATP luminescence, uHTS; AID 2380, 2010; proliferation, % at 10 µM; MIN6 cells proliferation, ATPlite luminescence, 48 h; cells starved in 0.2% serum; 100% = growth in 10% serum; actives 0.29% (n = 330,000);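 active = compounds whose signal lies at least 3.5 SD above the mean of all wells on their plate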;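 note: 0% = DMSO-treated cells in low-serum medium and 100% = 10% serum control; some compounds called inactive have numbers as strong as hits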
MPTP block: mitochondrial permeability transition pore inhibitors, primary screen, biochemical, isolated mouse mitochondria, absorbance; Ca2+ swelling absorbance, 30 min; inhibition, % at 10 µM; actives 1.4% (n = 360,000); AID 602449, 2012;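 active = inhibition of 50% or more, scaled per plate between neutral and stimulator controls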;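 note: 0% = DMSO wells given calcium and 100% = 1 mM EGTA wells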
mIAP activ: activators of mouse IAP, primary screen, biochemical, luminescence, uHTS. actives 0.24% (n = 330,000). activation factor at 10 µM. muIAP, CDP-Star luminescence, 30 min; hits give high values; 1 = vehicle-only enzyme signal, 0 = enzyme-free wells;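 active = activation factor of at least 2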; note: the source names both 10 and 20 µM as test concentration; values of inactives mirror those of a sister screen read the other way
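System: Mouse IAP enzyme | Also added: CDP-Star substrate | Dosing: Compounds dispensed in DMSO | Schedule: 30 min enzyme-substrate-compound incubation at room temperature | Technique: Chemiluminescence readout | Control set: DMSO-only wells and no-enzyme negative control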
hIAP activ: human IAP activators, primary screen, biochemical, luminescence, uHTS | AID 2524, 2010 | actives 0.16% (n = 330,000) | purified human IAP, CDP-Star luminescence, 30 min; hits give high values; 1 = vehicle-only enzyme, 0 = enzyme-free background | Intestinal-type alkaline phosphatase (Homo sapiens), P09923 | activation factor at 10 µM;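 active = activation factor of the enzyme at least 2-fold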; note: the source names both 10 and 20 µM as test concentration; values of inactives mirror those of a sister screen read the other way
ATG4B inh: ATG4B protease inhibitors, primary screen, biochemical, fluorescence, uHTS; inhibition, % at 8.33 µM; ATG4B cleavage of LC3-PLA2, NBD-HPC fluorescence, 1 h; actives 0.51% (n = 340,000); AID 504462, 2011; in the data active = inhibition above about 40%
Target sequence (Q9Y4P1 whole entry, looked up): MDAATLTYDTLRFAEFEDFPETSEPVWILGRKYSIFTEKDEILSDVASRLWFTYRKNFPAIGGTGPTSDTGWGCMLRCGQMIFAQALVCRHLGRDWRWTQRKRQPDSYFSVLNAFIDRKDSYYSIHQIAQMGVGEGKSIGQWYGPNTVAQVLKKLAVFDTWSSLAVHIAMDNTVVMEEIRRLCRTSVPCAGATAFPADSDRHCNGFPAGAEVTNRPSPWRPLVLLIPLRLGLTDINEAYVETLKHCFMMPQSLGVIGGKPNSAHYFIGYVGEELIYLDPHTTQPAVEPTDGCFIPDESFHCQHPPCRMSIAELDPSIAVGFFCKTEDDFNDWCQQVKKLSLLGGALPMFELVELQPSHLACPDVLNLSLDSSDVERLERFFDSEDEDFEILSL
A3G deaminase: APOBEC3G DNA deaminase inhibitors, primary screen, biochemical, fluorescence, single-stranded DNA substrate, uHTS; DNA dC->dU-editing enzyme APOBEC-3G (Homo sapiens), Q9HC16; recombinant A3G, ssDNA deamination FAM/TAMRA fluorescence; inhibition, % at 20 µM; actives 0.28% (n = 330,000);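 active = inhibition of at least 40% at 20 µM, with no more than 30% in the related APOBEC3A deaminase screen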;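 note: plate controls were DMSO wells with A3G for no effect and wells lacking A3G enzyme for full effect; some compounds called inactive have numbers as strong as hits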
Target sequence (Q9HC16 whole entry, looked up): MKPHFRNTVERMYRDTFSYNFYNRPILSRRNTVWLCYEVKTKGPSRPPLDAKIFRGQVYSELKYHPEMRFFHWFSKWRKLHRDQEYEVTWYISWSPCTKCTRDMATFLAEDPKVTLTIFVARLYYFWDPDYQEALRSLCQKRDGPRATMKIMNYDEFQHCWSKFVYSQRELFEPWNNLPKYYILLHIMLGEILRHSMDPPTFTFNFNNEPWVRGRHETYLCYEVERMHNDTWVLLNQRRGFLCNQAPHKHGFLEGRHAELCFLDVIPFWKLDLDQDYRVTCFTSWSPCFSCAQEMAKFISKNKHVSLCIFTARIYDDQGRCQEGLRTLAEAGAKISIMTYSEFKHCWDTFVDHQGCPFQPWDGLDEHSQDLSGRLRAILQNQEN
Active calls of the source: *.

Below each SMILES – hIAP block, A3A deaminase, mIAP block, beta cell repl, MPTP block, mIAP activ, hIAP activ, ATG4B inh, A3G deaminase
CCOC(=O)c1c(C)[nH]c(C(=O)OCC(=O)N2CCCC2=O)c1C
→ -10, 1, 9, 0, -2.0, 0.91, 1.1, -2, -3
CCCNC(=O)c1ccc2c(=O)c(O)c(-c3ccc(Cl)c([N+](=O)[O-])c3)[nH]c2c1
→ -19, -6, 8, -6, 8.6, 0.92, 1.2, 20, -3
O=C(c1cc(S(=O)(=O)N2CCCCC2)c(Cl)cc1N1CCOCC1)N1CCOCC1
→ -25, -3, -3, -2, -0.5, 1, 1.2, 2, -6
CCN(c1ccc(NC(=O)c2ccc(Cl)nc2)cc1)C(C)C
→ 6, 3, 1, -3, -0.2, 0.99, 0.94, 9, -1
COc1ccc(NC(=O)CC(NC(C)c2ccccc2)C(=O)O)cc1 (stereo not given)
→ -31, -6, -1, 0, -2.3, 1, 1.3, -4, -2
COc1ccc(-c2n[nH]c3c2CN(C(=O)c2ccc(OC)c(OC)c2)CC3)cc1
→ -37, -5, -6, -1, 0.6, 1.1, 1.4, -11, -3
COc1ccccc1NC(=O)c1ccc2nc(-c3ccccc3)c(-c3ccccc3)nc2c1
→ 20, -1, 13, -3, 0.9, 0.87, 0.8, -11, -6
C/C(=N\NC(=O)c1c(C)nc2ccccn12)c1ccc(O)cc1O
→ -43, -34, 13, -3, -2.0, 0.87, 1.4, 2, -80
Cc1ccc(NC(=O)C(=O)NCC2CCCN2S(=O)(=O)c2cccs2)c(C)c1 (stereo not given)
→ -10, -7, 6, 4, -0.1, 0.94, 1.1, -5, -9
CCCc1[nH]nc2c1C(c1cccc(OC(=O)c3ccco3)c1)C(C#N)=C(N)O2 (stereo not given)
→ 1, -4, 9, -1, 1.5, 0.91, 0.99, -14, -6
COc1ccc(CNc2nc(-c3ccccc3)nn2C(=O)c2ccc([N+](=O)[O-])cc2)cc1
→ 7, 0, 4, -1, 3.0, 0.96, 0.93, -4, -1
CNC(=O)[C@H]1O[C@@H](n2cnc3c(NCc4cccc(I)c4)ncnc32)[C@H](O)[C@@H]1O
→ -11, -2, -4, -2, 3.8, 1, 1.1, -7, -3
CN(C)c1ccc(C(CNS(=O)(=O)c2ccc([N+](=O)[O-])cc2)N2CCOCC2)cc1 (stereo not given)
→ 3, 2, 9, 1, -1.9, 0.91, 0.97, -6, 3
O=C(COc1ccc(S(=O)(=O)NC2CCCC2)cc1)N1CCCCCC1
→ -2, 0, -10, -3, -2.4, 1.1, 1, -8, -4
CC(=O)c1cnc(-c2cccc(Cl)c2)s1
→ -12, -2, 1, 1, -0.9, 0.99, 1.1, -3, -10
O=C(NCc1ccccc1F)C1CCCN1C(=O)Nc1cccc(F)c1 (stereo not given)
→ -1, -2, -3, -1, -0.2, 1, 1, 5, -10
O=S(=O)(NC(=S)NC1CCCCC1)c1ccccc1
→ 4, -14, -2, -1, 0.9, 1, 0.95, -36, -9
O=C(c1ccccn1)c1conc1C(=O)c1ccc(Br)cc1
→ 2, -3, -4, 0, 1.9, 1, 0.98, 10, -6
Cc1ccc(-c2noc(CN(C(=O)Cc3ccccc3)C(C)C)n2)cc1
→ 5, 5, 4, 2, 0.9, 0.96, 0.95, 6, 1
CCC(=O)c1ccccc1OCCCCn1cncn1
→ 17, -7, 1, -3, 0.2, 0.99, 0.83, 5, -3
O=C(CSc1n[nH]c(=O)[nH]c1=O)Nc1ccc2c(c1)C(=O)c1ccccc1C2=O
→ -4, 16, 7, -2, 1.1, 0.93, 1, -5, 15
CC1=N/C(=C\c2ccc([N+](=O)[O-])cc2)C(=O)N1c1cc(Cl)ccc1C
→ 19, 3, 10, -3, 2.1, 0.9, 0.81, -5, 2
O=C(COC(=O)/C=C/c1cccc(Cl)c1)Nc1ccc2[nH]c(=O)[nH]c2c1
→ 18, 28, 0, -2, -2.9, 1, 0.81, -5, -6
CC(C)CCn1c(=O)c2ccccc2n2c(CN(C)Cc3ccccc3)nnc12
→ 12, -1, 8, -4, 1.6, 0.92, 0.88, -12, -3
CC(/C=C/c1ccccc1)=N\NC(=O)c1cc(C)[nH]n1
→ -58, -4, 4, -1, 1.2, 0.96, 1.6, -7, -9
C[C@H]1CN=C(Nc2ccccc2)N1CCc1ccccc1
→ 17, -1, -4, 1, 1.2, 1, 0.83, -4, -8
O=C(NNC(=O)c1ccc2c(=O)n3c(nc2c1)CCC3)c1ccc(F)cc1
→ -27, 0, -8, 0, -0.1, 1.1, 1.3, -3, -4
CCOc1ncccc1C(=O)OC(C)C(=O)Nc1ccc(N2CCOCC2)cc1 (stereo not given)
→ 21, -1, -2, 10*, 0.7, 1, 0.79, 0, -4
COC(=O)COc1ccc(S(=O)(=O)N2CCCCC2)cc1[N+](=O)[O-]
→ 0, 0, 2, 0, -0.5, 0.98, 1, 5, -3
O=C(CCN1CCOCC1)NCc1ccccc1
→ 10, 5, -4, -4, -0.2, 1, 0.91, -7, -1
CN(C)CCN(C)Cc1ccccc1Sc1cccc2ccccc12
→ -1, -5, 11, -3, 0.1, 0.89, 1, 10, -3
Nc1c(-c2ccccc2)cnc2ncnn12
→ 3, -2, 0, -3, 3.6, 1, 0.97, -12, -3
COc1ccc(Nc2oc(-c3ccc(F)cc3)nc2C#N)cc1
→ 14, -2, 2, -1, 2.7, 0.98, 0.86, 0, 1
CC(=O)COc1cccc2ccc(/C=C/c3ccc(Br)s3)nc12
→ -6, -2, 6, -5, 0.0, 0.94, 1.1, -8, -6
COc1ccc(CCC(=O)Nc2ccc(OC)c(S(=O)(=O)N3CCCCC3)c2)cc1
→ -14, -2, -20, -2, 0.1, 1.2, 1.1, 5, -5
CCc1nnc(NS(=O)(=O)c2ccc(N/C=C\C(=O)c3ccc(F)cc3)cc2)s1
→ 5, -5, 16, -2, -0.5, 0.84, 0.95, -6, -7
O=C(c1cccc(S(=O)(=O)NCc2ccccc2)c1)N1CCN(c2ccc(F)cc2)CC1
→ 3, -6, -7, -4, -2.8, 1.1, 0.97, -10, -9
COC(=O)c1ccccc1N=Nc1c(C)n[nH]c1C
→ -17, -5, -10, 3, 2.6, 1.1, 1.2, 3, -1
COc1ccc(N=Cc2ccc(CNS(=O)(=O)c3ccc(Cl)cc3)o2)cc1
→ 8, -2, 4, -1, -1.5, 0.96, 0.92, 2, -2
COc1ccccc1CNC(=O)CCc1c(C)nc2cc(-c3ccccc3OC)nn2c1C
→ -15, 2, -10, -3, 1.0, 1.1, 1.2, 1, 1

Some of the entries above, reformatted:
Molecule | hIAP block | A3A deaminase | mIAP block | beta cell repl | MPTP block | mIAP activ | hIAP activ | ATG4B inh | A3G deaminase
COc1ccccc1NC(=O)c1ccc2nc(-c3ccccc3)c(-c3ccccc3)nc2c1 | 20 | -1 | 13 | -3 | 0.9 | 0.87 | 0.8 | -11 | -6
C/C(=N\NC(=O)c1c(C)nc2ccccn12)c1ccc(O)cc1O | -43 | -34 | 13 | -3 | -2.0 | 0.87 | 1.4 | 2 | -80

(more compounds)
Below each SMILES – hIAP block, A3A deaminase, mIAP block, beta cell repl, MPTP block, mIAP activ, hIAP activ, ATG4B inh, A3G deaminase
CCOC(=O)c1c(C)[nH]c(C(=O)NNC(=O)c2ccc(C(C)(C)C)cc2)c1C
→ -29, 0, 9, -2, 1.7, 0.91, 1.3, -15, -6
O=C(Nc1ccccc1C(=O)NCCCN1CCOCC1)c1cccc([N+](=O)[O-])c1
→ 0, 1, -11, 1, 0.8, 1.1, 1, 1, 0
CCN(C(=O)CSc1ccc2ccccc2c1)C1CCS(=O)(=O)C1 (stereo not given)
→ -1, 1, 6, -2, 0.7, 0.94, 1, 6, 2
O=C(NC1CCN(S(=O)(=O)c2ccc(F)cc2)CC1)c1ccco1
→ -15, -7, -3, -5, -0.4, 1, 1.2, -5, -6
Cc1cccc(OCC(=O)Nc2cc(NC(=O)COc3cccc(C)c3C)cc(C(=O)O)c2)c1C
→ 10, 6, 9, -4, 2.9, 0.91, 0.9, 1, -2
Cc1cccc(NC(=O)NNC(=O)c2cc3occc3[nH]2)c1C
→ 13, -1, 3, 1, -0.8, 0.97, 0.87, -3, -6
Cc1cc(Cl)ccc1NC(=S)N1CCN(C(=O)C2CCCO2)CC1 (stereo not given)
→ -24, -5, -1, 0, -0.9, 1, 1.2, 6, -7
Cc1cc(=O)[nH]c2ccc(S(=O)(=O)NC3CCCCC3)cc12
→ -2, -3, 2, -2, 0.4, 0.98, 1, 0, -9
O=C(CN1CCCCCC1)Nc1ccc(F)c(F)c1
→ 0, 2, -4, 2, -0.8, 1, 1, 1, -4
C=CCNc1nc(N2CCOCC2)c(C#N)c2c1CN(C)CC2
→ 2, 1, 2, 2, -0.3, 0.98, 0.98, 5, 1
CCN1C(=O)c2cccc3c(NC(=O)c4ccc(S(=O)(=O)N5CCOCC5)cc4)ccc1c23
→ -1, -5, 9, -1, -1.3, 0.91, 1, -11, -9
COC(=O)c1cc2c(s1)-c1cc(F)ccc1OC2
→ -10, -1, -3, 3, -1.0, 1, 1.1, 20, -2
CCC(C)c1ccc2oc(-c3ccc(NC(=O)c4ncn[nH]4)cc3)nc2c1 (stereo not given)
→ -76, -4, 0, -2, 0.6, 0.99, 1.8, -10, -6
COC(OC)C1(C)C(C#N)=C(N)Oc2c1c(=O)oc1ccccc21 (stereo not given)
→ -1, -4, -3, -3, -0.8, 1, 1, -1, -10
CCOC(=O)c1sc(NC(=O)CNCc2ccccn2)c(C(=O)OCC)c1C
→ -43, 2, 13, -5, 4.2, 0.87, 1.4, 25, 1
Cc1cc(C(=O)OCC(=O)NC2CCS(=O)(=O)C2)c2ccccc2n1 (stereo not given)
→ -8, -2, -4, -1, 0.0, 1, 1.1, -4, -4
COc1ccc(Br)cc1/C=C/C(=O)NC(=S)Nc1ccc(CN2CCOCC2)cc1
→ 16, -5, 5, 0, -1.6, 0.95, 0.84, -2, -4
CCOc1ccc(C(C)NC(=O)Cc2ccccc2F)cc1OCC (stereo not given)
→ -8, 10, 3, -1, -1.1, 0.97, 1.1, 2, -3
